D2 antagonist: D2 dopamine receptor (human) antagonism. AID 485344. P14416. inhibition, % at 10 µM. HEK293 TREx D2 cells, calcium flux, dopamine EC80. 340,000 tested, 2% active; in the data active = inhibition above about 30%; also: 0% is about no effect
Target sequence (P14416 whole entry, looked up): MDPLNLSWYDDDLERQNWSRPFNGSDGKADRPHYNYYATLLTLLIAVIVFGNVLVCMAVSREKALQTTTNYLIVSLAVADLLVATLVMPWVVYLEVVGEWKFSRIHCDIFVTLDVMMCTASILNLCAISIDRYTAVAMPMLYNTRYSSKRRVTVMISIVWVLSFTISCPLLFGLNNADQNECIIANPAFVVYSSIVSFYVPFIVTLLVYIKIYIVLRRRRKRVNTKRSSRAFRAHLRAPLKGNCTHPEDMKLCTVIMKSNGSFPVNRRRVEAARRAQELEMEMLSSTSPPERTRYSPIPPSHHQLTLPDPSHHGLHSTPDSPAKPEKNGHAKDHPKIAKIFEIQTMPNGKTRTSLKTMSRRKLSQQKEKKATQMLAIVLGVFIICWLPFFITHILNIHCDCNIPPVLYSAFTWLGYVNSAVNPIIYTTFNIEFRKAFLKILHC
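HEK293 T-REx D2 cells, tet-induced, calcium dye no-wash. Cpd pintool add, 180 s kinetic, then EC80 DA, 180 s kinetic. Ca flux read.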
D2 ag: agonists of human D2 dopamine receptor; P14416; HEK293 T-REx D2 cells, calcium flux agonist mode; activation, % at 2 µM; 340,000 tested, 0.53% active;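 active = activation over 3 SD above normal in the single-dose calcium agonist read, cut at about 30% in these data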; also: 0% is about no effect
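Agonism scored from kinetic calcium signal (1 read/sec, 180 s) following compound pin transfer, after a 10 s baseline. Cells: HEK293 Trex line expressing inducible D2 receptor coupled to calcium, dye-loaded after overnight culture at 30 C.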
TRHR ag: agonists of human TRH receptor. P34981. TRHR cells, calcium flux fluo-8, FDSS agonist mode. activation, % at 2 µM. 360,000 tested, 0.18% active. AID 493084; in the data active = activation above about 30%; also: 0% is about no effect
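TRHR-expressing cells loaded with fluo-8 calcium dye; 23 nL library compound pin-transferred, kinetic FDSS fluorescence (Ex 480/Em 530) recorded about 180 s for agonist-induced calcium release, before a 10 nM TRH EC20 addition for potentiator mode.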
TrxR1 substrate: is turned over as a substrate by rat TrxR1; 390,000 tested, 0.01% active; O89049; Potency, µM (series often up to 114 µM), inactives show top-dose activity change, negative = substrate turnover; purified TrxR1 substrate turnover, NADPH consumption readout; also: potency is read from the fitted curve at half-maximal effect; % is scaled to controls: 0 for no effect and ±100 for the full control effect; nearly all actives have a fitted effect of over 50% in size
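Rat TrxR1, dispensed at 90 nM, was prereduced with 400 uM NADPH (final) for 5 min at ~22 deg C, then incubated with compound 15 min before 400 uM selenite. A first-read NADPH fluorescence drop versus no-compound background flagged substrates.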
USP1 inh: USP1/UAF1 (human) deubiquitinase inhibition; recombinant USP1/UAF1, Ub-Rhodamine cleavage fluorescence; Potency, µM (titrated, usually from 57.1 µM), without a hit: at the top dose activity change, negative = inhibition, actives largely listed as inhibitors; 390,000 tested, 0.23% active; also: potency is read from the fitted curve at half-maximal effect; % is scaled to controls: 0 for no effect and ±100 for the full control effect; nearly all actives have a fitted effect of over 60% in size; inactives centre near -12
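USP1/UAF1 complex at 1 nM was preincubated with compound for 15 min at room temperature, then Ub-Rho substrate (150nM final) was added. Fluorescence (480/540 nm) was read kinetically, 6 reads every 60 seconds.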
TrxR1 inh: inhibitors of rat thioredoxin reductase 1 | O89049 | 390,000 tested, 1% active | recombinant rTrxR1, NADPH fluorescence consumption, selenite substrate | Potency, µM (titrated, usually from 114 µM), without a hit: at the highest dose activity change, negative = inhibition, hits mostly inhibitors | AID 588453; also: potency is read from the fitted curve at half-maximal effect; % is scaled to controls: 0 for no effect and ±100 for the full control effect; nearly all actives have a fitted effect of over 65% in size
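Rat TrxR1 (90 nM in the dispensed reagent) was pre-reduced with 400 uM NADPH for 5 min at room temperature, then incubated with compound for 15 min. After 400 uM selenite was added, NADPH fluorescence (Ex 340/Em 450 nm) was followed for 8 min.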
TRHR PAM: allosteric enhancers of human TRH receptor | AID 493056 | 360,000 tested, 0.66% active | TRHR cells, fluo-8 calcium fluorescence, EC20 TRH enhancement | enhancement, % at 2 µM; in the data active = enhancement above about 30%; also: 0% is about no effect
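TRHR-expressing cells loaded with fluo-8 calcium dye were read kinetically (ex 480/em 530) during compound addition, then stimulated with an EC20 of TRH (10 nM final). Enhancement of the Gq-mediated intracellular calcium response was scored.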
Pin1 inh: human Pin1 inhibition | Q13526 | Pin1 FP peptide displacement, HiFluor488, 10 min | Potency, µM (top dose mostly 115 µM), inactives show at the highest dose activity, negative = inhibition, most hits filed as inhibitors | 390,000 tested, 0.009% active | AID 504891; active = well fitted inhibition curve with a large enough effect in the polarisation, with a control signal flat, not every such curve was filed as active; inconclusive = small, poorly fitted or top-dose-only effect, or effect the other way, or a change in a side signal; inactive = no such curve, though single readings can be large or run the other way; the % refers to the polarisation; also: potency is read from the fitted curve at half-maximal effect; % is scaled to controls: 0 for no effect and ±100 for the full control effect
Target sequence (Q13526 whole entry, looked up): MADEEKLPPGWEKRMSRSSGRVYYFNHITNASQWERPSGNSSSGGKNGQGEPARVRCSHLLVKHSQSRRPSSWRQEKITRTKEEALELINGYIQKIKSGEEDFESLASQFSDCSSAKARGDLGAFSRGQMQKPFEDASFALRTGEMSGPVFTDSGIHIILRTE
mIDH1 inhibitor: human IDH1 R132H inhibition | O75874 | IDH1-R132H enzyme, NADPH consumption, diaphorase/resazurin fluorescence | Potency, µM (series often up to 76.6 µM), without a hit: at the top dose activity change, negative = inhibition, actives largely listed as inhibitors | 390,000 tested, 0.093% active; also: potency is read from the fitted curve at half-maximal effect; % is scaled to controls: 0 for no effect and ±100 for the full control effect; nearly all actives have a fitted effect of over 65% in size
Target sequence (O75874 whole entry R132H, stated change not applied): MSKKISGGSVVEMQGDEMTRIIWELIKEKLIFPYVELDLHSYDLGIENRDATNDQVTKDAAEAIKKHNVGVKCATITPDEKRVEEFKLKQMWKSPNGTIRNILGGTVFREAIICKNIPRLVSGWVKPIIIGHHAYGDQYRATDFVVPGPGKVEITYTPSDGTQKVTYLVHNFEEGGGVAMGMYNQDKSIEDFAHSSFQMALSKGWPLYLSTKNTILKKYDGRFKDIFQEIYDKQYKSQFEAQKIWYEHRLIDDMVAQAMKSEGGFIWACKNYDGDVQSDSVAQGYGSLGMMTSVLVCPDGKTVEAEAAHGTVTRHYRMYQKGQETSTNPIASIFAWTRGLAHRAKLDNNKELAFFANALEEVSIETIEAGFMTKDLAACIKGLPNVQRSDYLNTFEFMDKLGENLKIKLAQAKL
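IDH1-R132H (0.5 ug/mL dispensed) in pH 7.5 Tris buffer was preincubated 30 min with compound, then given a substrate mix of 0.016 mM NADPH and 2 mM alpha-KG for 80 min at room temperature; remaining NADPH was read by diaphorase/resazurin fluorescence.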
* = called active by the depositor; ? = inconclusive; nt = not tested or not shown; & = joins results of further samples; [ ] = dose if it differs, or a comment. Unless noted, calls follow the shape of the dose curve; as a rule, active = well fitted inhibition curve with a large enough effect; inconclusive = small, poorly fitted or top-dose-only effect; inactive = no such curve, though single readings can be large or run the other way. Only part of the results is shown; rates above refer to the full screens.

nr	mol	TRHR ag	D2 ag	TRHR PAM	Pin1 inh	D2 antagonist	TrxR1 inh	USP1 inh	TrxR1 substrate	mIDH1 inhibitor
1	Cc1csc2nc(CNC(=O)CCC(=O)O)cn12	0.2	0.2	-3	1%	-4	6%[57.1 µM]	?	7%[57.1 µM]	-4%
2	Nc1c(Cl)c(Cl)nc(C(=O)OCC(=O)NCc2ccccc2)c1Cl	0.8	6.4	5	0%	-18	16%	-28%	-1%	-7%
3	Clc1cccc(-n2cc(-c3ccccc3)c3c(N4CCCCC4)ncnc32)c1	-0.1	0.1	1	-7%	nt	-11%[57.1 µM]	?	-8%[57.1 µM]	-12%
4	COc1ccc(C)cc1NC(=O)CSc1nc2ccccc2nc1N1CCOCC1	-0.7	0.0	8	?	nt	46%	-27%	2%	-30%
5	C=CCc1c(C)nc(-c2ccccc2)nc1N/N=C/c1ccncc1	-0.1	0.7	1	-9%	-7	-14%	-1%	-21%	-1%
6	COc1ccc(NC(=O)C2CCC(CNc3c(N4CCOCC4)c(=O)c3=O)CC2)cc1Cl (stereo unspecified)	-0.1	-0.1	2	-9%	-4	16%	-12%	-7%[0.0914 µM]	4%
7	O=C(Nc1ccccc1C(=O)N1CCOCC1)C1CC(=O)N(C2CCCC2)C1 (stereo unspecified)	0.3	0.0	-2	-12%	0	-1%[57.1 µM]	1%	8%[57.1 µM]	-1%
8	CC(C)CNC(=O)C1(N2C(=O)c3ccccc3C2=O)CCCC1	nt	nt	nt	1%	nt	-7%	-11%	9%[57.1 µM]	12%
9	CC(=O)c1ccc(NC(=O)c2ccc(-n3cnnn3)cc2)cc1	1.5	1.0	0	66%[activator]	-11	6%[57.1 µM]	-16%	1%[57.1 µM]	-15%
10	c1ccn(-c2ccc(N3CCOCC3)cc2)c1	-0.6	-2.1	6	13%	2	-4%	-12%	-5%	7%
11	O=C(O)C1CCC(=O)N(C2CC2)C1c1ccccc1 (stereo unspecified)	0.6	-0.1	4	-6%	-8	-11%	-5%	-4%	4%
12	CCCn1nnnc1NCc1c(Cl)cccc1Cl	-0.5	1.6	-2	0%	-4	15%	-20%	6%	6%
13	Cc1ccc(S(=O)(=O)N2CCN(C(=O)COC(=O)CNC(=O)c3ccccc3)CC2)c(C)c1	-0.6	-0.5	9	-6%	33*	9%	-7%	-3%	-5%
14	O=C(CN1C(=O)NC2(CCCCCCC2)C1=O)Nc1ccc(Cl)cc1	0.1	0.7	4	-14%	-2	2%	-7%	-3%	10%
15	CC(=O)n1c2ccccc2c2ccccc21	-0.3	-0.5	3	1%	-2	-6%[57.1 µM]	-16%	2%[57.1 µM]	10%
16	Cc1cccc(C(=O)Nc2cc(=O)n(C)c(=O)n2C)c1	0.5	nt	3	-2%	nt	16%	-14%	-2%	-6%
17	CCOc1ccccc1NC(=O)C(Cc1ccccc1)NS(=O)(=O)c1ccc2c(c1)oc(=O)n2C (stereo unspecified)	-0.4	-1.1	-6	-2%	nt	14%	?	1%	0%
18	Cc1cccc(Cn2c(=O)n(CCc3ccccc3)c(=O)c3c(C)c(C)sc32)c1	0.7	-0.1	-1	3%	nt	37%[activator]	?	4%	nt
19	O=C(NCCc1ccc(F)cc1)c1ccncc1	0.2	0.3	11	-2%	-6	7%	-7%	1%	-11%
20	COc1cc(/C=C2\SC(N)=NC2=O)ccc1O	3.5	1.2	-1	82%[activator]	-11	13%	-23%	-2%	5%
21	Cc1nc(C(F)(F)F)c(C(=O)N/N=C(\N)c2ccccn2)s1	0.5	0.6	-5	-10%	-5	3%[57.1 µM]	-25%	0%[57.1 µM]	14%
22	CO/N=C/NC(=O)NOCc1c(Cl)cccc1Cl	-0.6	0.2	3	7%	1	28%	8%	7%	2%
23	CCOC(=O)c1sc(N2N=C(C)/C(=C\c3ccc(OCC(=O)OC)cc3)C2=O)nc1C	0.2	-0.7	0	5%	-2	-33%	-13%	-8%	2%
24	COc1ccnc(N=CNOCc2cccc(C(F)(F)F)c2)c1C#N	0.8	-0.3	-9	-6%	3	16%[11.4 µM]	-11%	7%[57.1 µM]	15%
25	Cc1ccc(N=c2sc(C)c(C)n2C)cc1	-0.3	1.4	-2	-2%	-18	2%[57.1 µM]	-19%	-9%[57.1 µM]	3%
26	CCS(=O)(=O)N1CCCc2cc(C(=O)Nc3cc([N+](=O)[O-])ccc3C)ccc21	0.0	-0.6	0	2%	nt	14%	-2%	-4%	-1%
27	COc1ccccc1NC(=O)C1CCN(S(C)(=O)=O)CC1	1.2	nt	0	-1%	nt	40%[11.4 µM]	-5%	-10%	-5%
28	COc1ccc(CCNC(=O)COC(=O)c2cncc(Br)c2)cc1OC	nt	nt	nt	?	nt	10%	-25%	0%	4%
29	O=C(Nc1cccc2nsnc12)c1ccc(-c2cccc(Cl)c2)o1	0.9	-0.7	-1	?	-10	35µM*	-23%	-8%	9%
30	CCN1CCN(S(=O)(=O)c2ccc(S(=O)(=O)NCC3CCCO3)cc2)CC1 (stereo unspecified)	-0.6	0.1	2	1%	3	5%	?	5%	0%

Numbers 22 to 23 of the list above:
nr	mol	TRHR ag	D2 ag	TRHR PAM	Pin1 inh	D2 antagonist	TrxR1 inh	USP1 inh	TrxR1 substrate	mIDH1 inhibitor
22	CO/N=C/NC(=O)NOCc1c(Cl)cccc1Cl	-0.6	0.2	3	7%	1	28%	8%	7%	2%
23	CCOC(=O)c1sc(N2N=C(C)/C(=C\c3ccc(OCC(=O)OC)cc3)C2=O)nc1C	0.2	-0.7	0	5%	-2	-33%	-13%	-8%	2%

Continuation.
nr	mol	TRHR ag	D2 ag	TRHR PAM	Pin1 inh	D2 antagonist	TrxR1 inh	USP1 inh	TrxR1 substrate	mIDH1 inhibitor
31	CCN1CCN(CC(=O)Nc2ccc3c(c2)OCO3)C(=O)C1=O	0.4	-0.5	-5	4%	4	28%	?	13%	14%
32	CCN(CC(=O)Nc1ccc(N2CCOCC2)cc1)CC(=O)NC(C)(C)C	0.0	0.7	-3	1%	2	0%	-7%	-5%	-10%
33	CC1CCCC(NC(=O)c2ccc3c(c2)N(Cc2ccccc2)C(=O)CS3=O)C1C (stereo unspecified)	-0.1	-0.5	-3	-1%	-20	8%[57.1 µM]	-13%	-9%[57.1 µM]	12%
34	O=C(Nc1ccccc1C(=O)Nc1ccccn1)c1ccccc1F	-0.4	0.7	-7	2%	5	13%	-17%	-4%	10%
35	CC1(/[N+]([O-])=C/c2ccccc2F)CCCCC1=O (stereo unspecified)	-0.2	0.3	8	2%	-2	13%[57.1 µM]	-10%	8%	2%
36	O=C(NN=C(c1ccccc1)c1ccccc1)C(CCl)C1CCCCC1 (stereo unspecified)	-0.7	-1.4	-3	-8%	3	20%	-4%	6%	2%
37	O=S(=O)(NCCCCCNS(=O)(=O)c1c(F)cccc1F)c1ccc2c(c1)OCCO2	0.0&0.6	-0.3	2&-3	-21%&3%	9	18%	nt	0%	nt
38	O=C(Nc1ccc(CN2CCOCC2)cc1)c1ccc(-c2ccc(Br)cc2)o1	0.1	0.2	3	36%[activator]	-5	-5%	-10%	-9%	6%
39	CCC(C(=O)NC1CCCC1)N(C(=O)Cn1nnc(-c2ccc(C)o2)n1)c1ccc(OC)cc1 (stereo unspecified)	-0.6	-0.1	-8	8%	10	9%	-13%	0%	-9%
40	O=C(N/N=C/C(Cl)=C\c1ccccc1)c1cccs1	0.2	0.1	2	4%	10	?	-22%	-13%	6%
41	Nc1ccc2ncccc2c1	-0.7	0.4	7	-6%	10	-5%	?	-3%	15%
42	O=C(CN1CCOCC1)Nc1c(-c2ccccc2)c2cc(Br)ccc2[nH]c1=O	0.5	1.0	0	10%	-1	-10%[57.1 µM]	-22%	3%[57.1 µM]	3%
43	N#Cc1ccc(OCC(=O)N2CCc3ccccc32)cc1	nt	nt	nt	3%	nt	1%	-5%	-1%	3%
44	O=C(Cn1c(=O)oc2cc(S(=O)(=O)N3CCCCC3)ccc21)N1CCCCC1	0.2	nt	-5	-7%	nt	13%	-12%	0%	3%
45	Cc1c(C(=O)NCCCN2CCOCC2)oc2ccc(S(=O)(=O)N3CCOCC3)cc12	1.4	-0.1	-7	-4%	7	11%[11.4 µM]	3%	8%[57.1 µM]	12%
46	CN(C)S(=O)(=O)c1ccc(S(=O)(=O)N2CCN(CCC#N)CC2)cc1	0.2	1.9	7	4%	-18	28%	-19%	5%	10%
47	O=C(NCC1CCCCC1)c1ccc(Cl)nc1	-0.3	0.2	0	0%	17	4%	-23%	-5%	-5%
48	C[C@@H]1CC[C@]2(C(=O)O[C@@H]3O[C@H](CO)[C@@H](O)[C@H](O)[C@H]3O)CC[C@]3(C)C(=CCC4[C@@]5(C)CC[C@H](O[C@@H]6OC[C@H](O)[C@H](O[C@@H]7O[C@H](CO)[C@@H](O)[C@H](O)[C@H]7O)[C@H]6O)C(C)(C)C5CC[C@]43C)C2[C@]1(C)O (stereo partly specified)	nt	nt	nt	-6%	nt	8%	-11%	-8%	4%[38.3 µM]

Screens: PubChem, National Center for Advancing Translational Sciences (NCATS)
